# Screening results from PubChem BioAssay.
# RmlCD inh mix = RmlC/RmlD inhibition, mixture screen | RmlC/RmlD coupled enzyme inhibition, 384-well mixture HTS | 0.39% of 110,000 active | inhibition, % at 5.5 µM; in the data active means inhibition above about 30%, passing the limit was not always enough; further: strong numbers were not always called active
# HIV RNase H inh = inhibitors of HIV-1 reverse transcriptase RNase H; P04585; RT-RNase H RNA/DNA duplex cleavage, fluorescence; inhibition, % at 10 µM; 1.9% of 65,000 active; in the data active means inhibition above about 50%
# Numbers without * were called inactive; · = not tested or not shown.
SMILES,RmlCD inh mix,HIV RNase H inh
Cc1nnc(SCCN2CCOCC2)n1C,·,0
O=S(=O)(c1ccccc1Cl)N1CCC(O)(c2ccc3c(c2)OCO3)CC1,·,-14
C=CCNC(=O)NC(=O)COC(=O)COc1ccc(Br)cc1F,-13,-18
CCN(CCCNC(=O)CN1C(=O)COc2ccccc21)c1cccc(C)c1,8,18
CC1CCN(C(=O)Cn2cc3c(n2)CCCC3)CC1,-13,3
CC(=O)/C(C(=N)N1CCN(Cc2ccccc2)CC1)=C(\C)O,-9,-3
CCOC(=O)c1c(C)sc2c1N(C(=O)CN(CC)CC)c1cc(Cl)ccc1S2,7,·
CCn1c(SCC(=O)N2CCCC2)nnc1-c1ccc(N)cc1,1,·
COc1cc(C2c3c(n[nH]c3C)C(=O)N2c2ccc(Br)cc2)ccc1O (stereo not given),7,8
CC(C)O/C(=N\S(=O)(=O)c1ccc(Cl)cc1)c1ccccc1,-6,·
N#CC1=C(N)NC(SCC(=O)Nc2ccccc2)=C(C#N)C12CCCC2,-17,-12
Cc1ccc2nc(NCc3ccccc3)[nH]c2c1,28,-4

# 3 compounds already listed, sorted by heavy-atom count, rising.
SMILES,RmlCD inh mix,HIV RNase H inh
Cc1ccc2nc(NCc3ccccc3)[nH]c2c1,28,-4
CC(C)O/C(=N\S(=O)(=O)c1ccc(Cl)cc1)c1ccccc1,-6,·
COc1cc(C2c3c(n[nH]c3C)C(=O)N2c2ccc(Br)cc2)ccc1O (stereo not given),7,8

# Following part
SMILES,RmlCD inh mix,HIV RNase H inh
O=C(CN(Cc1ccccc1Cl)C(=O)c1ccc(CN2CCOCC2)o1)NCc1ccccc1,-4,3
O=C(Nc1cc(Cl)cc(Cl)c1)c1cccc(OC(F)F)c1,14,·
COc1ccc2c(C(=O)CN(C)C3CCCCC3)c[nH]c2c1,10,3
CCC(C)C(NS(=O)(=O)c1ccc(C)cc1)C(=O)NCCN1CCOCC1 (stereo not given),·,-4
O=S(=O)(Nc1ccc(-c2nc3cccnc3s2)cc1)c1ccc(Cl)s1,-42,·
NC(=O)C1(N2CCCCC2)CCN(C(=O)CCCn2c(=O)[nH]c3ccsc3c2=O)CC1,3,-1
Cc1nc(CC(=O)c2ccc(O)cc2O)cs1,10,·
COc1cc(/C=C(\C#N)c2nc3ccccc3[nH]2)cc(Br)c1OCc1ccc(F)cc1,-5,·
COCCn1nnnc1C(C(C)C)N1CCN(C(=O)c2ccco2)CC1 (stereo not given),-13,-5
COc1ccc(CC(=O)Nc2ccc(-c3noc(-c4cc(OC)c(OC)c(OC)c4)n3)cc2)cc1,8,3
COc1ccc2cnn(CCOc3ccccc3)c(=O)c2c1OC,-6,-18
Cn1c(=O)n(CCC(=O)O)c2ccccc21,·,3
Cc1ccnc2nc(C(=O)OCCOc3ccccc3)nn12,10,-26
O=C(NNC(=O)C1CC1)c1ccc(-c2ccccc2)cc1,12,·
O=C1NC(=O)C(CC(=O)N(Cc2ccco2)C2(C(=O)NC3CCCCC3)CCCCC2)N1 (stereo not given),-80,-6
NC(=O)CC(NC(=O)c1ccc(Br)cc1)c1ccc(NCCc2ccc(F)cc2)c([N+](=O)[O-])c1 (stereo not given),-8,·
Cc1cc2ncn(C(=O)c3c(-c4ccccc4Cl)noc3C)c2cc1C,-12,-17
Cc1nn(CCC#N)c(NC(=O)c2ccc(Cl)cc2)c1P(=O)(Nc1ccc([N+](=O)[O-])cc1)N1CCOCC1 (stereo not given),-66,·
CCCC(=O)c1ccc(N2CCCC2)c(F)c1,-6,·
CCOC(=O)c1cnc2cc(C)nn2c1C,12,·
CCN1CCN(P2(=O)C=C(c3ccccc3)OC(c3ccccc3)=C2)CC1,0,-1
CCOc1ccccc1C1CC(=O)Nc2cc3c(cc21)OCO3 (stereo not given),-11,-54
O=C(COC(=O)Cc1ccccc1)NC12CC3CC(CC(C3)C1)C2,-13,·
COc1ccc2nc(NC(=O)c3cccc(S(=O)(=O)N4CCOCC4)c3)sc2c1,-19,·
CN(C)S(=O)(=O)c1ccc2nc(NC(=O)c3cccs3)sc2c1,18,·
CC(=O)N1CN(Cc2ccccn2)Cc2c1sc1c2CCCC1,4,-13
CN=C1c2c(-c3ccccc3)c3cc(OC)ccc3n2CCN1C,32,-15
CCCCn1c(SCC(=O)Nc2ccc(OC)cc2)nc2ccc(N3CCOCC3)cc2c1=O,-11,35
CCOC(=O)C1(C)/C(=N/Nc2ccccc2)C(=O)C(=O)N1c1ccccc1 (stereo not given),5,·
COc1ccccc1CN1[C@@H](CC(=O)O)c2ccccc2S1(=O)=O,-11,·
O=C(NNC(=S)NC(=O)c1cccnc1)c1ccccc1,-9,·
C=C(C)C1CCC(C)=C1COC(=O)Nc1ccccc1 (stereo not given),-9,-20
CC(C)Nc1cc(C(F)(F)F)nc(-c2ccccn2)n1,4,·
COc1ccc(C2/C=C\CN(CC(C)C)CC(=O)N2Cc2ccc(F)cc2)cc1 (stereo not given),-6,·
CC(C)(C)C(=O)NCCc1nc(-c2ccccc2)no1,9,·
CCOc1ccc(NC(=O)CCN2CCCCC2)cc1,-6,-12
O=C(Nc1cccc2ccccc12)c1cnccn1,-11,-13
CC12CN3CCN(CC(C3)C1(O)CN1CCCCC1)C2 (stereo not given),-3,-7
COCCNC(=O)CN(C(=O)CCC(=O)Nc1cc(C)on1)c1cccc(C)c1C,-6,7
Cc1c(CCO)c(=O)n(-c2ccccc2)n1S(=O)(=O)c1ccc(F)cc1,-15,·
CCCCC(OC(=O)c1cc2occc2n1C)C(=O)NCC1CCCO1 (stereo not given),9,-2
COc1cc2nc(NC(=O)c3ccc(Cl)cc3)[nH]c(=O)c2cc1OC,19,-3
Cc1cc(C)cc(N2CCCn3c2nc2c3c(=O)n(CCN3CCOCC3)c(=O)n2C)c1,7,-8
CC(C)NC(=O)CC1Nc2c3ccccc3nc(=S)n2C1=O (stereo not given),-12,·
CCOC(=O)c1cnc(SCC(=O)NCc2ccco2)nc1N,8,-14
O=C(Nc1ccc(Cl)c(Cl)c1)N1CCC(N2CCCCC2)CC1,-10,-14
Cc1ccc(Cl)cc1N1CCN(C(=O)CCS(=O)(=O)c2cccc3nonc23)CC1,·,-6
CCCS(=O)(=O)N1CCCC(C(=O)N2CCC3(CC2)OCCO3)C1 (stereo not given),-4,-25
O=C(NCCN1CCOCC1)c1cc2ccccc2[nH]1,-3,-5
COc1ccc(NC(=O)CSC2=C(C#N)C(c3ccco3)C(C(=O)Nc3nc4ccccc4s3)=C(C)N2)cc1 (stereo not given),-57,·
CCc1ccccc1OCCOc1ccc(C)cc1OC,-19,·
CCC(C)N1CC23C=CC(O2)C(C(=O)OC)C3C1=O (stereo not given),6,-4
CCOc1ccccc1CNC(=O)CCNC(=O)Cn1ccc2ccccc2c1=O,-7,·
COc1ccc(NC(=O)CSc2nnc(COc3ccccc3)n2Cc2ccco2)cc1OC,-4,-7
CCCCn1c(NCCC)nc2c1c(=O)[nH]c(=O)n2C,9,-3
CC(C)COc1ccc(C(=O)CCN2CCCCC2)cc1,11,3
COC(=O)C1=C(C)NC(C)=C(C(=O)OCC(C)C)C1c1ccccc1[N+](=O)[O-] (stereo not given),-28,·
Cc1ccc(-c2ccc(CCC(=O)O)n2-c2cccc(O)c2)cc1,-5,·
O=C(CSc1nnc(-c2ccc(OC(F)F)cc2)o1)NC(=O)NCc1ccco1,3,35
O=C1CC(c2ccccc2)n2ncnc2N1 (stereo not given),9,-15

# Full records as entered above. Order of screens: RmlCD inh mix	HIV RNase H inh
# CCOc1ccccc1CNC(=O)CCNC(=O)Cn1ccc2ccccc2c1=O reads -7	·
# O=C(CSc1nnc(-c2ccc(OC(F)F)cc2)o1)NC(=O)NCc1ccco1 reads 3	35
# O=C1CC(c2ccccc2)n2ncnc2N1 (stereo not given) reads 9	-15
# CCC(C)N1CC23C=CC(O2)C(C(=O)OC)C3C1=O (stereo not given) reads 6	-4
# CCCCn1c(NCCC)nc2c1c(=O)[nH]c(=O)n2C reads 9	-3

# Structures above that have two or more sulfur atoms, in the order listed:
SMILES,RmlCD inh mix,HIV RNase H inh
CCOC(=O)c1c(C)sc2c1N(C(=O)CN(CC)CC)c1cc(Cl)ccc1S2,7,·
O=S(=O)(Nc1ccc(-c2nc3cccnc3s2)cc1)c1ccc(Cl)s1,-42,·
COc1ccc2nc(NC(=O)c3cccc(S(=O)(=O)N4CCOCC4)c3)sc2c1,-19,·
CN(C)S(=O)(=O)c1ccc2nc(NC(=O)c3cccs3)sc2c1,18,·
COc1ccc(NC(=O)CSC2=C(C#N)C(c3ccco3)C(C(=O)Nc3nc4ccccc4s3)=C(C)N2)cc1 (stereo not given),-57,·

# Further structures follow.
SMILES,RmlCD inh mix,HIV RNase H inh
COC(C)(C)[C@]12CC(O)(C(C)C)ON1[C@H]1CCCCC1N2O (stereo not given in full),-9,-3
Cc1ccc(CN2C(=O)c3ccccc3C2C(=O)NCC2CCCO2)cc1 (stereo not given),9,·
Cc1c(NC2=C(Cl)C(=O)N(c3ccccc3)C2=O)c(=O)n(-c2ccccc2)n1C,-4,6
O=C(CN(C1CCCCC1)S(=O)(=O)c1ccc(Cl)cc1)NCCCO,4,-1
Cc1cc(NS(=O)(=O)c2ccc(NC(=O)COc3ccc(Cl)cc3)cc2)no1,·,-8
CCn1cc(S(=O)(=O)CC(=O)Nc2ccc3c(c2)OCCO3)c2ccccc21,11,16
CCOC(=O)CNC(=O)C(CC(C)C)NC(=O)C1CCCCC1 (stereo not given),-8,·
CCc1ccc(S(=O)(=O)NCc2csc(-c3cccnc3)n2)s1,13,-11
CC(C)[C@H](Nc1nc(-c2ccccc2)nc2c1oc1ccccc12)C(=O)O,-2,·
O=C(Cc1cccc2ccccc12)OCn1nnc2ccccc2c1=O,3,·
Cc1cc2nc(-c3ccc(SCC(=O)N4CCc5ccccc54)nc3)[nH]c2cc1C,-42,·
CCOc1ccc(-n2c(=O)c3c4c(sc3n(CC(=O)NCc3ccco3)c2=O)CCC4)cc1,-10,57*
COc1ccc(-c2cc(=O)c3cc(OC)ccc3[nH]2)cc1,41,·
COC(=O)c1c(NC(=O)CCN2CCOCC2)sc2c1CCCC2,·,-8
CC(C)(C)C(=O)Nc1ccccc1N1CCN(C(=O)c2ccc(Cl)cc2)CC1,-8,13
CCOC(=O)c1sc(NC(=O)Nc2ccc(Cl)cc2)cc1C,-8,·
CCOc1ccc2c(C)c(C(=O)O)oc2c1OCC,14,-14
Cc1ccc(CNC(=O)Nc2ccccc2)cc1,-1,-2
COc1ccc(S(=O)(=O)NC(CC(=O)NCCc2ccc(OC)c(OC)c2)c2ccco2)cc1 (stereo not given),-9,-4
CCOC(=O)c1ccc(NC(=O)CSc2nc(SC)ns2)cc1,-19,-43
CCn1c(-c2ccccc2O)n[nH]c1=S,6,1
Fc1ccc2nc(Nc3nc4c(s3)CCCC4)sc2c1,35*,6
CC(C)Sc1nc2c(c(=O)[nH]1)C(c1cccs1)C1=C(CC(C)(C)CC1=O)N2 (stereo not given),-7,·
COC(=O)c1cc(NC(=O)CSc2nnc(CN3CCOCC3)n2C)ccc1Cl,-13,-11
COC(=O)c1cc2ccsc2n1Cc1cc(=O)n2ccccc2n1,-9,-27
COc1ccc(Br)cc1C(=O)Nc1cccc(C)c1,-1,·
COc1ccc(-c2nnc(SC3CCOC3=O)n2C2CCCCC2)cc1OC (stereo not given),-7,-2
COc1ccc(NC(=O)C2CCCN2C(=O)NCc2ccccc2)c(OC)c1 (stereo not given),-17,-6
C=CCN1C(=O)C2(C(C(=O)OCC)=C(N)Oc3c2c(=O)oc2ccccc32)c2ccccc21 (stereo not given),6,8
CC1(C)CC(=O)C(C=NCCN2CCN(C(=O)c3ccc(F)cc3)CC2)=C(O)C1,2,·
CCCn1nnnc1NC(=O)CSc1ccc(Cl)cc1,1,10
CN(C[C@H](Cc1ccccc1)N(C[C@H](c1ccccc1)N(CCc1ccccc1)N=O)N=O)N=O,-5,·
CC(Oc1ccc(Cl)cc1Cl)c1nc(-c2ccc(NC(=O)c3ccccn3)cc2)no1 (stereo not given),4,·
OC1(c2ccc(OC(F)F)cc2)CSC(=Nc2cccnc2)N1C1CC1 (stereo not given),6,·
COC(=O)CCCc1nc2ccccc2s1,-1,-3
COc1ccccc1Nc1nc(-c2sc(NC(=O)CC(C)C)nc2C)cs1,-110,·
Cc1cccc2c1N1C(=O)c3c(C(=O)O)cccc3C1CC2C (stereo not given),14,·
CC(C)C(=O)N1CCC2(CC1)Oc1ccc(F)cc1C(=O)C21CC(c2ccccc2)=NO1 (stereo not given),-8,·
Fc1ccc(-c2ccc(-c3nn4c(-c5ccco5)nnc4s3)o2)cc1,-4,66*
CCOC(=O)c1c(NC(C)=O)sc2c(O)c(CN3CCN(CC)CC3)ccc12,-10,-6
Cc1cc(C)n2nc(C(=O)OCC(=O)Nc3ccc4c(c3)OC(F)(F)O4)nc2n1,-13,·
COc1ccc(C(C)=O)cc1CSc1nc2ccccc2o1,0,-40
Cc1ccc(NC(=O)/C=C/c2cccs2)c([N+](=O)[O-])c1,-12,·
Cc1ccc(NC(=O)CCNS(=O)(=O)c2cccc3nonc23)cc1,-10,-18
O=C(O)c1cccc(COc2ccccc2Cl)c1,4,-11
CCOC(=O)c1ccccc1NC(=O)c1cccnc1,8,-9
COc1ccc(N/C(C)=C2/C(=O)C(=O)N(CCO)C2c2ccc([N+](=O)[O-])cc2)cc1 (stereo not given),-6,·
O=C(c1ccc(Br)o1)N(Cc1ccccc1)c1ccccn1,2,-47
O=C(C1=C[C@@H](C2CCCCC2)C[C@@H](OCCCCO)O1)N1CCOCC1,9,·
CC1=C(C)/C(=N\OS(=O)(=O)c2ccccc2)C=CC1=O,-3,·
N#Cc1ccccc1Sc1ccccc1N,23,·
CCOC(=O)OC(C)OC1=C(C(=O)Nc2ccccn2)N(C)S(=O)(=O)c2ccccc21 (stereo not given),-18,·

# An excerpt. The share of hits here may be higher or lower than overall.
